Screens (PubChem BioAssay)
KB-V1 MDR tox = kills drug-selected multidrug resistant KB-V1 cells | hit rate 3.4% among 400,000 | Potency, µM (highest dose often 46.1 µM), without a hit: top-dose activity change, negative = cytotoxicity, hits mostly cytotoxic | KB-V1 MDR cells viability, CellTiter-Glo, 72 h | AID 1347076; also: potency is read from the fitted curve at half-maximal effect; % is scaled to controls: 0 for no effect and ±100 for the full control effect; nearly all actives have a fitted effect of over 60% in size
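In this primary screen, KB-V1 cells overexpressing P-gp are incubated with library compounds (lowest to highest concentration) for 72 h at 37 degrees C before a luminescent ATP viability read.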
IL1B secr inh = blocks inflammasome-driven IL-1 beta release. THP-1 LPS/ATP IL-1B secretion, AlphaLISA, 16 h; stronger effect = lower value. hit rate 4.7% among 360,000. activity change, % at 57.5 µM; in the data active = activity change below about -50%; inconclusive = mostly about -30% to -49%; also: % is scaled to controls: 0 for no effect and ±100 for the full control effect
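THP-1 cells pretreated 1 hr with compounds (up to 57.5 uM final), then stimulated with LPS (250 ng/mL final) plus ATP (1.25 mM final); secreted IL-1B measured by AlphaLISA after 16 hr, decreased signal indicating inhibition.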
HT1080NT lethal = kills 2HG-producing HT-1080-NT fibrosarcoma cells | hit rate 1.6% among 360,000 | AID 686970 | Potency, µM (titrated, usually from 46.1 µM), for inactives: at the top dose activity, negative = less viability, actives largely listed as cytotoxic | HT-1080-NT fibrosarcoma viability, CellTiter-Glo ATP luminescence, 48 h;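 also: NT is the 2HG producing partner of a matched IDH1 knockdown line; potency is read from the fitted curve at half-maximal effect; 0% = DMSO-treated cells and -100% = media-only wells without cells; nearly all actives have a fitted effect of over 55% in size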
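750 cells/well, RPMI + 5% FBS; 2 h settle, compound pin-transfer, 48 h at 37 degrees C. CellTiter-Glo 10 min RT, luminescence. Normalized to DMSO and media-only wells.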
HT1080 IDH1KD tx = toxicity to HT-1080 IDH1 knockdown cells (counter line) | HT-1080 IDH1 knockdown viability, ATP luminescence, 48 h | Potency, µM (doses to about 46.1 µM), for inactives: at the highest dose activity, negative = toxicity, most hits filed as cytotoxic | hit rate 2% among 360,000;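 also: potency is read from the fitted curve at half-maximal effect; 0% = DMSO wells and -100% = cell-free medium wells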
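Viability of IDH1-knockdown HT-1080 fibrosarcoma cells was assessed by CellTiter-Glo after 48 h at 37 °C with titrated compound; concentration-effect curves were classified by fit quality and response size.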
SW480 rerep = inducers of DNA re-replication in SW480 colon cancer cells; SW480 DNA re-replication, Hoechst DNA content imaging, 48 h; Potency, µM (doses to about 46.1 µM), inactives show top-dose re-replication activation, hits mostly activators; hit rate 1.8% among 340,000; also: potency is read from the fitted curve at half-maximal effect; % of control where 0% means no effect; nearly all actives have a fitted effect of over 55% in size
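Image-based DNA-content assay: after two days of treatment, nuclei were labelled with the DNA dye Hoechst and imaged, and hits were compounds raising the count of nuclei showing high fluorescence intensity.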
ATXN2 expr inh = ATXN2 expression inhibition. hit rate 0.72% among 360,000. HEK-293 ATXN2-luciferase reporter, luminescence, 24 h. Potency, µM (doses to about 57 µM), without a hit: at the highest dose activity change, negative = inhibition, hits mostly inhibitors; also: potency is read from the fitted curve at half-maximal effect; % is scaled to controls: 0 for no effect and ±100 for the full control effect; nearly all actives have a fitted effect of over 55% in size
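qHTS (up to 57 uM final) was run with 24 h compound exposure of reporter cells at 37 °C. Each well was multiplexed: SteadyGlo luminescence measured ATXN2-luciferase expression after a fluorogenic Gly-Phe-AFC viability readout (25 uM final).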
MCF10A rereplic = induces DNA re-replication in MCF 10a normal breast cells; MCF 10A DNA re-replication, Hoechst nuclear intensity, 48 h; Potency, µM (titrated, usually from 46.1 µM), for the others: at the highest dose activity, positive = re-replication, most hits filed as activators; hit rate 2.9% among 350,000; also: potency is read from the fitted curve at half-maximal effect; % of control where 0% means no effect; nearly all actives have a fitted effect of over 50% in size
WRN helicase inh = inhibitors of human WRN helicase; Q14191; WRN helicase unwinding, fluorescent forked duplex, kinetic; Potency, µM (highest dose often 114 µM), for inactives: at the top dose activity change, negative = inhibition, usual class: inhibitors; hit rate 0.46% among 360,000; also: potency is read from the fitted curve at half-maximal effect; % is scaled to controls: 0 for no effect and ±100 for the full control effect; nearly all actives have a fitted effect of over 55% in size
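Screening of the MLSMR collection measured strand separation of a quenched forked DNA duplex (100 nM) by 20 nM WRN with 2 mM ATP, all final. Compounds were preincubated with enzyme 15 min at room temperature.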
KB-3-1 cytotox = KB-3-1 parental cell cytotoxicity. KB-3-1 viability, CellTiter-Glo ATP luminescence, 72 h. Potency, µM (titrated, usually from 46.1 µM), for inactives: top-dose activity change, negative = cytotoxic, usual class: cytotoxic. hit rate 1.4% among 400,000; also: potency is read from the fitted curve at half-maximal effect; % is scaled to controls: 0 for no effect and ±100 for the full control effect; nearly all actives have a fitted effect of over 60% in size
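Multi-concentration cytotoxicity screen in KB-3-1 cells grown in DMEM lacking phenol red with 10% FBS. After 72 h at 37 °C with compound, ATP-dependent luminescence was recorded.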
Numbers without * were called inactive; ? = inconclusive; . = no result given; [ ] = another dose, or the depositor's remark. Unless noted, calls follow the shape of the dose curve; as a rule, active = well fitted curve in the direction sought with a large enough effect; inconclusive = small, poorly fitted or top-dose-only effect, or another doubt; inactive = no such curve, though single readings can be large; an effect the other way counts as inactive or inconclusive. Compounds as they come. About 12% of those tested had a hit in this group.

structure	ATXN2 expr inh	MCF10A rereplic	KB-V1 MDR tox	SW480 rerep	WRN helicase inh	HT1080 IDH1KD tx	IL1B secr inh	HT1080NT lethal	KB-3-1 cytotox
C=C(C)C(=O)N1CC2(CC(c3cccc(NC(=O)CCCCC)c3)=NO2)C[C@H]1C(N)=O (some centres not stated)	-2%	?	-1%	1%[9.22 µM]	0%	2%	4	14%	-6%
Cc1ccc(S(=O)(=O)C2CCOC2=O)cc1 (configuration not stated)	-34%	0%	1%	-3%	-3%	0%	14	2%	-5%
CN1C(=O)/C(=N\OC(=O)c2cccc3ccccc23)c2ccccc21	5%	-1%	24%	-1%	57%[activator][57.1 µM]	?	-100*	13µM*	7%
CCOC(=O)N1CCN(C(=O)COc2ccc([N+](=O)[O-])cc2)CC1	0%	7%	12%	-4%	-2%	9%	-3	5%	11%
Cc1nnc(NC(=O)Nc2cccc(Cl)c2)s1	19%	-2%	?	-6%	-4%	-16%	-6	-11%	-29%
COc1ccc2cc(C(=O)N3CCN(c4ccc(F)cc4)CC3)[nH]c2c1	9%	?	-3%	3%	7%	9%	27	11%	3%
CCCOc1ccc(NC(=O)CC2C(=O)N(C)C(=S)N2Cc2ccc3c(c2)OCO3)cc1 (configuration not stated)	-33%	?	0%	?	-9%	?	12	?	18µM*
COc1ccccc1OCC(=O)c1[nH]c(C)c(C(C)=O)c1C	-10%	10%	-31%	-5%	-11%[57.1 µM]	?	-10	-14%	-18%
N/C(=N\OC(=O)CCc1ccccc1)c1ccc(Cl)cc1	22%	?	-11%	-1%	-10%	21%	-14	10%	8%
Cn1c(/C(C#N)=C/c2ccc(-c3ccc(S(N)(=O)=O)cc3)o2)nc2ccccc21	-11%	?	-24%	6%	-9%	-13%	123	-1%	0%

Next structures follow:
structure	ATXN2 expr inh	MCF10A rereplic	KB-V1 MDR tox	SW480 rerep	WRN helicase inh	HT1080 IDH1KD tx	IL1B secr inh	HT1080NT lethal	KB-3-1 cytotox
CCCCCCn1c(CN2CCN(Cc3ccccc3)CC2)nc2c1c(=O)n(C)c(=O)n2C	-26%	?	18µM*	-11%	7%	0%	-12	0%	?
Cn1cnnc1SCC(=O)NCc1ccccc1	-3%	-1%	-6%	-4%	1%	18%	11	17%	5%
O=C(Nc1cccnc1)/C(N=Nc1c(Cl)cccc1Cl)=C(\O)c1ccccc1	?	20%	?	-8%	-16%	0%	12	0%	0%
O=C1C2(CCC13COC(c1ccc(O)cc1)OC3)COC(c1ccc(O)cc1)OC2 (configuration not stated)	-22%	-2%	20%	1%	3%	?	0	12%[9.24 µM]	7%
Cc1cc(C)c2cc(C#N)c(NCCCNC(=O)c3ccncc3)nc2c1	5%	.	-4%	.	6%	0%	-9	7%	-2%
CN(C)C(=O)CCc1ccc2c3c([nH]c2c1)[C@]1(C)[C@@H](C(=O)N2CCCCC2)C[C@H](CC(=O)NCc2ccco2)C(=O)N1CC3	11%	-4%	11%	-3%	2%	15%	1	10%	-5%
COc1ccc(OCc2nnc(SCC(=O)NC3CC4CCC3C4)o2)cc1 (configuration not stated)	39%[activator]	?	18%	-88%[inhibitor]	-1%	13%	19	-6%	12%
CC1=C(C(N)=O)C(c2ccccc2)n2nc(-c3cccs3)nc2N1 (configuration not stated)	2%	0%	0%	0%	-5%	-4%	-9	0%	-4%
S=C(NCc1ccco1)N/N=C/c1ccc(Cl)cc1	1%	1%	?	?	-13%	17%	?	10%	3%
COc1cccc(CN2C(=O)[C@H]3Cc4c([nH]c5ccccc45)C(C)(C)N3C2=O)c1	?	?	16µM*	0%	.	.	.	.	-24%

Later entries:
structure	ATXN2 expr inh	MCF10A rereplic	KB-V1 MDR tox	SW480 rerep	WRN helicase inh	HT1080 IDH1KD tx	IL1B secr inh	HT1080NT lethal	KB-3-1 cytotox
O=C(CSc1nc2ccccc2c(=O)n1CCCN1CCOCC1)NC12CC3CC(CC(C3)C1)C2	.	?	9.2µM*	-23%	-3%	1%	-21	-9%	1%
COc1ccc(Br)cc1S(=O)(=O)NCCN1CCOCC1	3%	6%	14%	-16%	5%	-1%	14	-1%	26%
CCN1CCC[C@H]1CNCCCn1cnc2c(SC)ncnc21	-7%	.	5%	.	-3%	0%	-8	2%	1%
CCOC(=O)C1=C(C)N=C2SC(C)C(=O)N2C1c1ccc(C(=O)OC)cc1 (configuration not stated)	-9%	2%	11%	-1%[9.22 µM]	-2%	1%	23	0%	3%
O=c1cc(CO)oc(CN2CCN(CCO)CC2)c1O	4%	-1%	0%	-2%	-3%	7%	-22	13%	2%
COc1ccc(CNS(=O)(=O)CCNC(=O)c2ccc(OC)cc2)cc1	6%	-14%	-10%	-4%	-4%	-2%	22	-1%	4%
O=c1[nH]oc(O)c1-c1ncc(C(F)(F)F)cc1Cl	1%	0%	-8%	2%	-5%	-9%	4	7%	-1%
CCOC(=O)C(C)Oc1cccc2c(=O)n(CC(=O)NCCc3ccccc3)ccc12 (configuration not stated)	-7%	0%	-22%	3%	6%	-8%	-53*	-1%	6%
CCOC(=O)C1=CCN(S(=O)(=O)c2ccc(Br)cc2)C1c1cccc(C)c1 (configuration not stated)	-36%	.	?	.	0%	?	6	?	?
CC1(c2ccc3c(c2)OCCO3)NC(=O)N(CC(=O)Nc2ccccc2F)C1=O (configuration not stated)	1%	1%	0%	-2%	-32%	-1%	-2	-5%	22%

Following part:
structure	ATXN2 expr inh	MCF10A rereplic	KB-V1 MDR tox	SW480 rerep	WRN helicase inh	HT1080 IDH1KD tx	IL1B secr inh	HT1080NT lethal	KB-3-1 cytotox
COc1ccc(S(=O)(=O)Nc2cc(OC)c(NC(=O)c3ccco3)cc2OC)cc1	-7%	1%	-10%	8%	-6%	1%	29	-3%	3%
N#Cc1ccccc1Cn1c(=O)n(-c2ccc(CC(=O)NCc3ccco3)cc2)c(=O)c2sccc21	-3%	-3%	-4%	-7%	-3%	-1%	-11	0%	12%
O=C(NCCN1C(=O)C2C3C=CC(C3)C2C1=O)Nc1ccccc1 (configuration not stated)	15%	-2%	2%	-1%	-1%	8%	-1	25%	-4%
CCn1c(=O)n(CC)c2cc(N3CCCC3)c(NC(=O)c3cccc(Cl)c3)cc21	-26%	?	?	-2%	0%	?	-6	-21%	2%
Cc1cccc(CC2SC(N)=NC2=O)c1 (configuration not stated)	6%	3%	0%	3%	-29%	2%	6	8%	1%
COCC(=O)Nc1nnc(COc2ccccc2)s1	12%	5%	33%	1%	-3%	3%	2	2%	17%
CC(C)c1ccc(NC2=CC(=O)CC(C)(C)C2)cc1	3%	15%	-12%	7%	2%	-3%	-11	16%	-17%
COCCN(C(=O)COC(=O)CCOc1ccccc1)c1c(N)n(Cc2ccccc2)c(=O)[nH]c1=O	0%	-1%	?	-23%	-4%	4%	-1	2%	-1%
O=C(CN1C(=O)NC2(CCCC2)C1=O)OCc1ccc(Cl)cc1Cl	7%	-1%	-2%	-10%	8%	1%	1	4%	21%
Cc1cccc(C)c1NC(=O)C1CCCN(CCCc2ccccc2)C1 (configuration not stated)	-10%	?	-1%	30%	11%	0%	3	3%	-5%

Remaining list, next part.
structure	ATXN2 expr inh	MCF10A rereplic	KB-V1 MDR tox	SW480 rerep	WRN helicase inh	HT1080 IDH1KD tx	IL1B secr inh	HT1080NT lethal	KB-3-1 cytotox
CCS(=O)(=O)N1CCC(C(=O)N2CCc3ccccc3C2)CC1	-6%	16%	13µM*	-4%	2%	0%	8	1%	7%
CCOc1ccc(NC(=O)N[C@@H](Cc2ccccc2)C(=O)O)cc1	-2%	1%	9%	1%	-3%	0%	17	10%	10%
O=C(CCS(=O)(=O)c1ccc(Br)s1)NCc1cccs1	6%	-7%	-1%	-2%	-1%	9%	3	1%	-10%
CCCCCNC(=O)Cc1ccc(S(=O)(=O)N2CCOCC2)s1	1%	-1%	0%	-4%	-7%	0%	1	-1%	0%
CC(=O)Nc1ccc(NC(=O)CCCCCN2C(=O)c3ccccc3C2=O)cc1	5%	8%	27%	-1%	-1%	4%	-1	1%	0%
O=C(NC(=S)Nc1ccc(-c2ccccc2)cc1)c1ccccc1	3%	17%	21%	-4%	-12%	0%	-15	7%	0%
COc1ccccc1CN(C(=O)c1cnccn1)C(C(=O)NC1CCCCC1)c1cc(OC)c(OC)c(OC)c1 (configuration not stated)	-4%	0%	13%	6%	9%	2%	1	2%	9%
CC(C)c1ccccc1NC(=S)NC1CCN(Cc2ccccc2)CC1	-12%	1%	-1%	-6%	-3%	1%	?	0%	-8%
CC(C)CNC(=O)CN(C1CCCCC1)S(=O)(=O)c1ccccc1	-1%	1%	-1%	4%	-10%	2%	-2	2%	7%
COc1ccccc1CNS(=O)(=O)c1c(C)[nH]c(C)c1C(=O)N1CCCC1	5%	3%	10%	-3%	1%	7%	-7	12%	-4%

More structures:
structure	ATXN2 expr inh	MCF10A rereplic	KB-V1 MDR tox	SW480 rerep	WRN helicase inh	HT1080 IDH1KD tx	IL1B secr inh	HT1080NT lethal	KB-3-1 cytotox
Cc1nc(SCC(=O)N2CCCCCC2)c2c(=O)n(C)c(=O)n(CC(C)C)c2n1	.	?	-24%	0%	0%	-10%	-29	?	?
CCCCOc1ccc(C(=O)NCc2ccccn2)cc1	19%	-4%	-1%	1%	-2%	0%	-13	0%	-3%
CC(C)C1Nc2ccc(C(=O)NCCCN3CCOCC3)cc2NC1=O (configuration not stated)	10%	12%	3%	-5%	0%	12%	8	2%	12%
O=C(CSc1nc2ccsc2c(=O)n1CC1CCC(C(=O)O)CC1)c1ccc(F)cc1 (configuration not stated)	1%[11.3 µM]	-4%	0%	-22%	-10%	8%	56	6%	6%
Cc1ccc(C2NC(=O)NC(O)(C(F)(F)F)C2C(=O)c2ccccc2)o1 (configuration not stated)	-3%	0%	-28%	7%	6%	-12%	-17	-2%	-1%
CC12CCC(=O)N1C(C(=O)Nc1ccc(F)c(F)c1F)CS2 (configuration not stated)	7%	-4%	3%	-10%	1%	-1%	6	-1%	2%
